rTrxR1 inhibitor: qHTS Assay for Inhibitors of Mammalian Selenoprotein Thioredoxin Reductase 1 (TrxR1): qHTS; Potency, µM (series often up to 114 µM), inactives show top-dose activity change, negative = inhibition, actives largely listed as inhibitors; Thioredoxin reductase 1, cytoplasmic (Rattus norvegicus), O89049; actives 1% (n = 390,000); recombinant rTrxR1, NADPH fluorescence consumption, selenite substrate; also: potency is read from the fitted curve at half-maximal effect; % is scaled to controls: 0 for no effect and ±100 for the full control effect; nearly all actives have a fitted effect of over 65% in size
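Rat TrxR1 (90 nM in the dispensed reagent) was pre-reduced with 400 uM NADPH for 5 min at room temperature, then incubated with compound for 15 min. After 400 uM selenite was added, NADPH fluorescence (Ex 340/Em 450 nm) was followed for 8 min.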
TrxR1 substrate: qHTS Assay for Substrates of Mammalian Selenoprotein Thioredoxin Reductase 1 (TrxR1): qHTS; Thioredoxin reductase 1, cytoplasmic (Rattus norvegicus), O89049; purified TrxR1 substrate turnover, NADPH consumption readout; Potency, µM (top dose mostly 114 µM), for inactives: top-dose activity change, negative = substrate turnover; actives 0.01% (n = 390,000); AID 588456, 2011; also: potency is read from the fitted curve at half-maximal effect; % is scaled to controls: 0 for no effect and ±100 for the full control effect; nearly all actives have a fitted effect of over 50% in size
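Rat TrxR1, dispensed at 90 nM, was prereduced with 400 uM NADPH (final) for 5 min at ~22 deg C, then incubated with compound 15 min before 400 uM selenite. A first-read NADPH fluorescence drop versus no-compound background flagged substrates.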
PI4K2A inh: qHTS for small molecular inhibitors of PI4K2A. Phosphatidylinositol 4-kinase type 2-alpha (Homo sapiens), Q9BTU6. purified PI4K2A, ADP-Glo luminescence, 1 h; stronger effect = lower value. activity change, negative = inhibition, % at 76.9 µM. actives 0.13% (n = 420,000). AID 1346378, 2018; in the data active = activity change below about -50%; inconclusive = mostly about -30% to -49%;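 also: -100% = wells without enzyme as full effect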
Target sequence (Q9BTU6 whole entry, looked up): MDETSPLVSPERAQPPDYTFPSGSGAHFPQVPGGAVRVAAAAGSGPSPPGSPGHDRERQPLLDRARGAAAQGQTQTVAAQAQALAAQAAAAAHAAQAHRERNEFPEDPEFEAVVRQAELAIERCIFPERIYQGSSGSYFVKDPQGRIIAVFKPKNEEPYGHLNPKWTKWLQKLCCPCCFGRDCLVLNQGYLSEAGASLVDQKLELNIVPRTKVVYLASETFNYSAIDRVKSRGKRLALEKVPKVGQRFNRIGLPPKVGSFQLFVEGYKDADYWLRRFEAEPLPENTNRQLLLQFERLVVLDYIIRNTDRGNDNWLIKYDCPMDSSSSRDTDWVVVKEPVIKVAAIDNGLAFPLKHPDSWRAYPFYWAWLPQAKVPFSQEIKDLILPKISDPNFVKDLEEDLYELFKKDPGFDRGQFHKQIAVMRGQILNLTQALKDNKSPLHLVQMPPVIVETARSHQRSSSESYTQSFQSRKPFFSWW
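In this quantitative HTS, ADP production by PI4K2A was quantified luminescently after 1 h at ambient temperature; 100 microM adenosine served as plate-quality control.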
mIDH1 inhibitor: qHTS for Inhibitors of mutant isocitrate dehydrogenase 1 (IDH1): qHTS | IDH1-R132H enzyme, NADPH consumption, diaphorase/resazurin fluorescence | Potency, µM (highest dose often 76.6 µM), for inactives: top-dose activity change, negative = inhibition, usual class: inhibitors | actives 0.093% (n = 390,000) | AID 602179, 2012 | Isocitrate dehydrogenase [NADP] cytoplasmic (Homo sapiens), O75874; also: potency is read from the fitted curve at half-maximal effect; % is scaled to controls: 0 for no effect and ±100 for the full control effect; nearly all actives have a fitted effect of over 65% in size
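IDH1-R132H (0.5 ug/mL dispensed) in pH 7.5 Tris buffer was preincubated 30 min with compound, then given a substrate mix of 0.016 mM NADPH and 2 mM alpha-KG for 80 min at room temperature; remaining NADPH was read by diaphorase/resazurin fluorescence.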
TRHR agonist: qHTS for Small Molecule Agonists and Allosteric Enhancers of Human TRH Receptor: Primary Screen for Agonists; TRHR cells, calcium flux fluo-8, FDSS agonist mode; activation, % at 2 µM; actives 0.18% (n = 360,000); AID 493084, 2011; in the data active = activation above about 30%; also: 0% is about no effect
Target sequence (P34981 whole entry, looked up): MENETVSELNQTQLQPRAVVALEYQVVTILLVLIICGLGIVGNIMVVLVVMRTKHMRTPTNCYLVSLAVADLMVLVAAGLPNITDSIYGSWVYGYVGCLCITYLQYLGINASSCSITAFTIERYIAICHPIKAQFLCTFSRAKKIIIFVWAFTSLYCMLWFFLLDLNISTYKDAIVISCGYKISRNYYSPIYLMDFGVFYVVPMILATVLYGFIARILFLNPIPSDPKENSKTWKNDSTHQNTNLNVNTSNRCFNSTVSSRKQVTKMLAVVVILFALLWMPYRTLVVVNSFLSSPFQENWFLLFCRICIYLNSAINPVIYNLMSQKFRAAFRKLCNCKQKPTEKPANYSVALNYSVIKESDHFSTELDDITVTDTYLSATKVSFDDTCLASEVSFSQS
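In this calcium-flux screen, cells bearing human TRHR are dye-loaded with fluo-8, baselined for 10 cycles, then exposed to library compounds; positive kinetic calcium responses during the agonist phase mark hits, with TRH as control.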
D2 agonist: HTS Assay for Allosteric Agonists of the Human D2 Dopamine Receptor: Primary Screen for Agonists; HEK293 T-REx D2 cells, calcium flux agonist mode; D(2) dopamine receptor (Homo sapiens), P14416; AID 485358, 2010; actives 0.53% (n = 340,000); activation, % at 2 µM;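 active = activation over 3 SD above normal in the single-dose calcium agonist read, cut at about 30% in these data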; also: 0% is about no effect
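Agonism is scored from calcium flux in a force-coupled, inducible HEK293 cell line expressing D2, read kinetically for 180 s after compound addition against dopamine controls.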
D2 antagonist: HTS Assay for Allosteric Antagonists of the Human D2 Dopamine Receptor: Primary Screen for Antagonists | D(2) dopamine receptor (Homo sapiens), P14416 | HEK293 TREx D2 cells, calcium flux, dopamine EC80 | inhibition, % at 10 µM | actives 2% (n = 340,000) | AID 485344, 2010; in the data active = inhibition above about 30%; also: 0% is about no effect
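Inhibition of EC80 dopamine-driven calcium flux, recorded kinetically, defines activity here; cells are a tetracycline-induced HEK293 T-REx line expressing force-coupled D2.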
TRHR PAM: qHTS for Small Molecule Agonists and Allosteric Enhancers of Human TRH Receptor: Primary Screen for Enhancers | Thyrotropin-releasing hormone receptor (Homo sapiens), P34981 | TRHR cells, fluo-8 calcium fluorescence, EC20 TRH enhancement | enhancement, % at 2 µM | actives 0.66% (n = 360,000); in the data active = enhancement above about 30%; also: 0% is about no effect
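TRHR-expressing cells loaded with fluo-8 calcium dye were read kinetically (ex 480/em 530) during compound addition, then stimulated with an EC20 of TRH (10 nM final). Enhancement of the Gq-mediated intracellular calcium response was scored.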
USP1-UAF1 inh: Inhibitors of USP1/UAF1: Primary Screen; Ubiquitin carboxyl-terminal hydrolase 1 (Homo sapiens), O94782; recombinant USP1/UAF1, Ub-Rhodamine cleavage fluorescence; Potency, µM (top dose mostly 57.1 µM), for inactives: at the highest dose activity change, negative = inhibition, usual class: inhibitors; actives 0.23% (n = 390,000); also: potency is read from the fitted curve at half-maximal effect; % is scaled to controls: 0 for no effect and ±100 for the full control effect; nearly all actives have a fitted effect of over 60% in size; inactives centre near -12
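Step one: compound is pinned into 1nM USP1/UAF1 in HEPES pH 7.8 buffer with TCEP. Step two: 15 min room-temperature incubation. Step three: Ub-Rho (150nM final) starts cleavage, tracked by fluorescence over six one-minute reads.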
An asterisk follows results filed as active; ? = inconclusive; . = not tested or not shown; [ ] = remark or other dose. Unless noted, calls follow the shape of the dose curve; as a rule, active = well fitted inhibition curve with a large enough effect; inconclusive = small, poorly fitted or top-dose-only effect; inactive = no such curve, though single readings can be large or run the other way. Hits appear at their usual frequency; overall some 3.9% were active at least once.

1) CN1C(=O)CC(P(=O)(c2ccccc2)c2ccccc2)N(C)C1=O (stereo not given)
2) O=C1C(=O)N(CC2CCCO2)C(c2ccccc2[N+](=O)[O-])/C1=C(/O)c1ccccc1 (stereo not given)
3) O=C1Nc2ccccc2C(O)(C(=O)NCc2ccc3c(c2)OCO3)N1c1ccc(Cl)c(Cl)c1 (stereo not given)
4) CCn1cc(C(=O)N2CCN(c3cccc(Cl)c3)CC2)c(=O)c2cc(S(=O)(=O)N3CCCCC3)ccc21
5) Cc1ccc(C)c(S(=O)(=O)N2CCN(CC(=O)N3CCc4ccccc4C3)CC2)c1
6) COc1cc2c(cc1OC)NC(=O)C2
7) O=C1CC2(CCN(C(=O)c3ccc(Cl)cc3)CC2)Oc2ccccc21
8) CC1CN(C2=N/C(=C/c3ccc4c(c3)OCO4)C(=O)N2)CC(C)O1 (stereo not given)

assay / compound	1	2	3	4	5	6	7	8
rTrxR1 inhibitor	-4%	-24%	15%[57.1 µM]	22%	17%[57.1 µM]	1%	13%	-2%
TrxR1 substrate	-7%	-6%	3%[57.1 µM]	2%	-4%[57.1 µM]	1%	17%	-2%
PI4K2A inh	2	4	-1	-1	20	3	-4	2
mIDH1 inhibitor	-1%	0%	2%	9%	7%	-12%	-14%	-2%
TRHR agonist	0.6	-0.3	6.6	-1.5	-0.6	.	0.1	0.1
D2 agonist	0.0	-0.8	0.0	0.0	-0.7	.	-0.6	-0.8
D2 antagonist	-2	-9	5	.	20	.	-7	-7
TRHR PAM	7	10	-7	8	-2	.	5	8
USP1-UAF1 inh	-1%	-1%	-14%	-19%	-23%	?	-21%	-15%

Part of the list above, with values under each structure.
Results follow in this order: rTrxR1 inhibitor	TrxR1 substrate	PI4K2A inh	mIDH1 inhibitor	TRHR agonist	D2 agonist	D2 antagonist	TRHR PAM	USP1-UAF1 inh
2: O=C1C(=O)N(CC2CCCO2)C(c2ccccc2[N+](=O)[O-])/C1=C(/O)c1ccccc1 (stereo not given)
→ -24%	-6%	4	0%	-0.3	-0.8	-9	10	-1%
4: CCn1cc(C(=O)N2CCN(c3cccc(Cl)c3)CC2)c(=O)c2cc(S(=O)(=O)N3CCCCC3)ccc21
→ 22%	2%	-1	9%	-1.5	0.0	.	8	-19%
6: COc1cc2c(cc1OC)NC(=O)C2
→ 1%	1%	3	-12%	.	.	.	.	?
3: O=C1Nc2ccccc2C(O)(C(=O)NCc2ccc3c(c2)OCO3)N1c1ccc(Cl)c(Cl)c1 (stereo not given)
→ 15%[57.1 µM]	3%[57.1 µM]	-1	2%	6.6	0.0	5	-7	-14%

Later entries.
9) O=S(=O)(/C(=C/c1ccc(C(F)(F)F)cc1)c1nc2ccccc2[nH]1)c1ccccc1
10) COc1ccc(NC(=S)NNC(=S)Nc2cccc(C(F)(F)F)c2)cc1
11) COc1ccc([C@@H]2CC=C(C(=O)O)CN2S(=O)(=O)c2ccc(C)cc2)cc1OC
12) Fc1ccc(NC(=S)N2CCc3ccccc32)cc1
13) Cc1ccc(-c2nc3sc(CCNS(=O)(=O)c4cc(F)ccc4F)c(C)n3n2)cc1
14) CCC(CC)C(=O)Nc1cccc(C(=O)Nc2nnc(C)s2)c1
15) Cc1ccc(-c2noc(CCCN3C(=O)c4ccccc4C3=O)n2)cc1
16) COc1ccc(CCNC(=O)COC(=O)CSc2ccc(C(N)=O)cc2[N+](=O)[O-])cc1OC

assay / compound	9	10	11	12	13	14	15	16
rTrxR1 inhibitor	?	-11%[57.1 µM]	-4%[57.1 µM]	11%	7%[57.1 µM]	21%[57.1 µM]	2%	30%
TrxR1 substrate	10%[57.1 µM]	-4%	0%[57.1 µM]	7%	-1%[57.1 µM]	-6%	-4%	7%
PI4K2A inh	-4	2	1	0	4	1	0	-1
mIDH1 inhibitor	-8%	7%	-9%	3%	7%	15%	10%	0%
TRHR agonist	0.0	-0.8	0.1	0.5	0.6	-0.9	-0.2	.
D2 agonist	10	0.4	0.5	-0.6	1.0	-2.6	1.1	.
D2 antagonist	9	-7	-4	-10	.	-14	1	.
TRHR PAM	-4	4	4	1	2	-1	-13	.
USP1-UAF1 inh	-22%	-13%	?	-23%	-14%	?	-10%	-20%

17) CCCC1CC(C#N)N(N(C)C)C1=C(C#N)C#N (stereo not given)
18) COC(=O)[C@]1(Cc2ccccc2)N[C@H](CN(C)C(=O)Nc2ccccc2)[C@@H]2C(=O)N(C)C(=O)[C@@H]21
19) Cn1c(=O)n(Cc2ccccc2Cl)c(=O)c2c1[nH]c(=S)n2C
20) Cc1ccnc(NC(=O)C(C)N2C(=O)c3ccccc3S2(=O)=O)c1 (stereo not given)
21) COc1ccc(S(=O)(=O)N2CCOCC2)cc1C(C)C
22) COC(=O)C1C2CCC(C2)C1C(=O)OCC(=O)c1ccccc1 (stereo not given)
23) Cc1ccc(S(=O)(=O)C(CNC(=O)COc2ccccc2)c2ccco2)cc1 (stereo not given)
24) Cc1ccc(C(=O)Nc2cccc(NC(=O)c3ccc(C)cc3)n2)cc1

assay / compound	17	18	19	20	21	22	23	24
rTrxR1 inhibitor	20%[57.1 µM]	13%	-11%	4%	4%	1%	-6%[57.1 µM]	21%[57.1 µM]
TrxR1 substrate	9%[57.1 µM]	0%	1%	3%	11%	-5%	-2%[57.1 µM]	6%
PI4K2A inh	2	2	1	3	2	-6	1	-1
mIDH1 inhibitor	21%	-4%	3%	5%	8%	3%	-13%	2%
TRHR agonist	1.4	.	-0.2	-0.3	-0.3	0.1	-1.0	.
D2 agonist	0.7	.	-1.3	0.1	-0.4	0.7	-1.6	.
D2 antagonist	-6	.	-11	16	-7	-25	.	.
TRHR PAM	-5	.	9	-1	-6	4	5	.
USP1-UAF1 inh	?	-18%	-17%	-18%	-11%	-16%	-26%	-13%

25) CCC1=Nc2cc(C(=O)NC3CCCC3)ccc2Sc2ccc(Br)cc21
26) COc1ccccc1N1CCN(C(=S)Nc2ccc(S(=O)(=O)N3CCOCC3)cc2)CC1
27) Cc1ccn2c(C(=O)NN=C3CCCCCCC3)c(C)nc2c1
28) Cc1ccc(C(=O)N2CCN(C(=O)c3ccccc3)C2c2ccc(N(C)C)cc2)cc1 (stereo not given)
29) COc1nc(OCCNS(=O)(=O)c2ccc(C)cc2)nc(N(C)C)n1
30) COC(=O)c1[nH]c2ccc(Br)cc2c1NC(=O)CN1CCCCC1CCO (stereo not given)
31) O=C1CCCN1c1ccc(CNS(=O)(=O)c2ccc(F)cc2)cc1
32) COc1ccc(-c2ccc(NCCN3CCOCC3)nn2)cc1OC

assay / compound	25	26	27	28	29	30	31	32
rTrxR1 inhibitor	16%	22%[57.1 µM]	10%[57.1 µM]	-12%	25%	9%	10%[57.1 µM]	21%
TrxR1 substrate	3%	4%[57.1 µM]	8%[57.1 µM]	-15%	5%	5%	5%[57.1 µM]	5%
PI4K2A inh	-2	0	2	-2	-4	5	7	2
mIDH1 inhibitor	5%	0%	2%	-2%	0%	5%	4%	1%
TRHR agonist	-0.1	-1.8	0.3	-0.5	0.4	0.1	0.6	-0.1
D2 agonist	0.0	0.6	0.4	0.1	0.5	-0.2	-0.1	.
D2 antagonist	.	2	4	2	-17	0	6	.
TRHR PAM	-4	-2	1	1	-5	-5	2	3
USP1-UAF1 inh	-32%	-16%	-8%	-9%	-11%	-19%	7%	?

33) COc1ccc(NC(=O)CN(C)C(=O)/C=C/c2cn(-c3ccccc3)nc2-c2cccs2)cc1
34) Cc1cc(C)nc(SCC(=O)n2c3c(c4ccccc42)CCCC3)n1
35) COc1cc(C)c(S(=O)(=O)n2c([N+](=O)[O-])cnc2C)cc1C
36) CCN1CCN(c2cc(C)c3cc(NC(=S)N4CCCCC4)ccc3n2)CC1

assay / compound	33	34	35	36
rTrxR1 inhibitor	22%[57.1 µM]	6%	7%[57.1 µM]	-6%
TrxR1 substrate	24%	1%	7%[57.1 µM]	7%
PI4K2A inh	1	2	0	4
mIDH1 inhibitor	0%	-6%	0%	-4%
TRHR agonist	0.4	-1.1	0.7	0.9
D2 agonist	0.1	-0.3	-0.3	0.5
D2 antagonist	-22	-8	9	7
TRHR PAM	5	13	3	-6
USP1-UAF1 inh	?	-15%	-18%	-8%

Bioassay records: PubChem BioAssay, National Center for Advancing Translational Sciences (NCATS)
